Assay outcomes as filed in PubChem BioAssay.
APP 5'UTR act = APP 5'UTR luciferase reporter activation; SH-SY5Y APP 5'UTR luciferase reporter, luminescence; zero percent = DMSO vehicle wells; activation, % at 2 µM; actives 1% (n = 190,000);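 active means activation above a set limit, based on mean plus 3 SD of controls, cut at about 140% in these data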; further: values of inactives mirror those of a sister screen read the other way
APP transl inh = APP translation inhibition | SH-SY5Y APP 5'UTR-luciferase reporter, luminescence | inhibition, % at 2 µM | actives 0.82% (n = 190,000) | AID 1285;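 active means inhibition above a set limit, derived from the sample mean plus 3 SD, cut at about 45% in these data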; further: values of inactives mirror those of a sister screen read the other way
STAT1 act = increases IFN-gamma driven STAT1 reporter signal | activation (% of control), % at 5.5 µM | NIH 3T3 STAT1-luciferase reporter, luminescence; 100% = IFN-gamma alone, no compound | actives 2.6% (n = 200,000);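 active means activation above the screen-wide mean activation plus 3 SD, cut at about 130% in these data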;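 further: raw ratio to IFN-gamma control signal so 100% means no change and 0% no light; values of inactives mirror those of a sister screen read the other way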
Diaph inh CS = inhibits diaphorase or chemically oxidizes, flagging diaphorase assay artifacts; diaphorase resazurin-to-resorufin fluorescence, NADH, 16 min; bacterial (C. kluyveri) enzyme, not human; inhibition, % at 20 µM; actives 0.69% (n = 190,000); AID 1217;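 active means primary screen inhibition at 20 µM above a set limit, cut at about 50% in these data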;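 further: plate controls were DMSO with full reaction for no effect and wells lacking NADH for full effect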
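Test system: diaphorase enzyme from Clostridium kluyveri; amount: diaphorase at 0.14 U/mL in enzyme working solution; detection: fluorescence of resorufin formed from resazurin, Ex 544/Em 590 nm; times: reaction incubation of 16 min at room temperature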
Diaph act CS = activates diaphorase or chemically reduces, flagging diaphorase assay artifacts. Diaphorase/resazurin coupled assay, resorufin fluorescence, 16 min; stronger effect = higher value; 1 = vehicle wells, 0 = NADH-free wells. activation factor at 20 µM. actives 0.005% (n = 190,000);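 active means diaphorase activity raised at least twofold by the compound at 20 µM; inactive means activation factor below 2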
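Material: Clostridium kluyveri diaphorase, purified enzyme; Quantity: enzyme 0.07 U/mL final; Medium: HEPES pH 7.4 buffer with MgCl2 and Tween 20; Dosing: single compound dose of 20 µM, 1% DMSO final; Schedule: 16 min reaction at room temperature; Measured by: red resorufin fluorescence at 544/590 nm excitation/emission.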
FLuc act counter = firefly luciferase counter-screen for stimulation assays; P08659; ATPlite luciferase biochemical, luminescence, 10 min; 0 = ATP-free wells, 1 = DMSO control; activation factor at 10 µM; 200,000 tested, under 10 active; AID 1027;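 active means luciferase activation factor, scaled between plate controls, of at least 2 with compound at 10 µM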
Target sequence (P08659 whole entry, looked up): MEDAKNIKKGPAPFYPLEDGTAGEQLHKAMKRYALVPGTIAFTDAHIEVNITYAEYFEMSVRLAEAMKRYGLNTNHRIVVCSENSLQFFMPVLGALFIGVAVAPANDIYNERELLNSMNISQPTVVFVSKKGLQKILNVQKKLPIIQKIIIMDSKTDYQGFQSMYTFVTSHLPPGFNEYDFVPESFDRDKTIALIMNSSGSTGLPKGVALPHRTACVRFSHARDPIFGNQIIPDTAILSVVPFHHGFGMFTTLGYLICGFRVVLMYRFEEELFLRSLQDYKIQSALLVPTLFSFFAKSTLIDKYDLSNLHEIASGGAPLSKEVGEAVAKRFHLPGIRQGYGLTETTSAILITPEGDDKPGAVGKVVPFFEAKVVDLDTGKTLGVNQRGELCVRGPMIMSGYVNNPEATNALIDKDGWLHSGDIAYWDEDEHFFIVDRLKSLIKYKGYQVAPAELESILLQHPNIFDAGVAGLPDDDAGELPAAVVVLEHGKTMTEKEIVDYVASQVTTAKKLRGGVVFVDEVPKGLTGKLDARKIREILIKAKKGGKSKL
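Assay system – cell-free luciferase reagent · Medium – PBS-based ATP solution · Dosing – test compounds dosed from 2 mM stocks in 100% DMSO · Timing – 10 min, room temperature · Technique – light output (luminescence) · Measure – luminescence gain marking luciferase activators · Controls – No-ATP low control, compound-free enzyme-plus-ATP high control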
NF-kB neuron act = compounds increasing NF-kB expression in human neuronal cells. NF-kB reporter expression; stronger effect = higher value. fold change at 12.5 µM. actives 1.6% (n = 190,000). AID 1239; in the data active means fold change above about 3.3
TLR4 MyD88 comp = blocks binding of human TLR4 to MyD88 | O00206+Q99836 | HeLa CL3-4 TLR4/MyD88 BLA complementation, FRET ratio | inhibition, % at 8.4 µM | actives 0.18% (n = 200,000) | AID 861; in the data active means inhibition above about 25%;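 further: 0% = vehicle and 100% = reference inhibitor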
G6PDH CS = inhibits Leuconostoc G6PDH, flagging false hits in G6PDH-based assays. Purified L. mesenteroides G6PDH, diaphorase/resazurin coupled fluorescence, 45 min. inhibition, % at 5 µM. actives 0.12% (n = 200,000). AID 1020; in the data active means inhibition above about 50%
FLuc inh counter = Photinus pyralis luciferase inhibition counter-screen. ATPLite firefly luciferase biochemical luminescence, 10 min. actives 1.5% (n = 200,000). AID 1006. inhibition, % at 10 µM. P08659;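 active means inhibition above about 50% when tested at 10 µM, limit read from the data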
* = called active by the depositor; / = no result given.

smiles	APP 5'UTR act	APP transl inh	STAT1 act	Diaph inh CS	Diaph act CS	FLuc act counter	NF-kB neuron act	TLR4 MyD88 comp	G6PDH CS	FLuc inh counter
CC(C)Sc1nc2sc3c(c2c2nnc(SCC(=O)NCc4ccco4)n12)CCCC3	10	-10	101	22	0.8	1.1	0.57	-16	-16	-10
CC(c1ccon1)N(C)C(=O)CCc1nnc(C2(c3ccc(Cl)cc3)CCC2)o1 (centres undefined)	16	-16	118	21	0.8	1.1	2.2	-23	9	-7
Cc1cnc(C(=O)Nc2ccc(C(=O)N(C)C3CCCCC3)cc2)cn1	/	/	/	15	0.9	1	/	/	16	-2
Cc1ccc(NC(=S)N2CCOCC2)cc1	-12	12	98	5	0.9	0.7	1.3	7	1	26
COc1ccccc1-n1c(CNc2c(C)cccc2C)nnc1SCC(=O)N1CCOCC1	-18	18	97	5	1	1.1	0.99	8	2	-6
O=C(NCc1ccccn1)C1CCCN(S(=O)(=O)c2ccc(Br)cc2)C1 (centres undefined)	-15	15	101	-2	1	0.9	1.1	-7	6	6
CCc1onc(C)c1C(=O)O	-1	1	98	0	1	1.1	1.1	0	4	-6
O=S(=O)(c1ccccc1)c1cnc(-c2cccnc2)nc1-c1ccc(Cl)cc1Cl	8	-8	94	31	0.7	1	0.99	2	5	-4
CCOC(=O)CSc1nc2c([nH]c3ccccc32)c(=O)n1C	63	-31	93	9	0.9	1.1	1.2	-6	2	-7
O=C(/C=C/c1ccccc1Cl)N1CCN(c2ncccn2)CC1	2	-2	96	9	0.9	1	1.1	10	-1	-1
CCN(c1ccccc1)S(=O)(=O)c1ccc(N)cc1	7	-8	104	22	0.8	1	1	5	-5	-4
CCn1cc(C(=O)NCc2ccccn2)c(=O)c2cc(F)c(N3CCN(C)CC3)cc21	/	/	/	0	1	1.1	0.82	/	0	-7
Cc1sc(Cc2nc(O)cs2)nc1-c1ccccc1	0	0	106	5	1	1.1	1.1	3	1	-5
CCNc1ccc(C(=O)OCC(=O)N2c3ccccc3NC(=O)C2(C)C)cc1[N+](=O)[O-]	-9	9	96	20	0.8	1	0.37	3	0	-5
O=C(O)c1ccc2c(c1)CC(c1ccccc1)OC2=O (centres undefined)	-1	1	103	/	/	/	1.1	4	/	/
O=c1c2c(nc3cc(-c4cccc(F)c4)[nH]n13)CCC2	109	-109	130*	6	0.9	0.5	4.2*	-13	4	47
Fc1ccccc1OCCCCCCN1CCCC1	18	-18	101	7	0.9	1	1.1	2	17	-2
CC(C)C(c1nnnn1Cc1ccccc1)N1CCc2ccccc2C1 (centres undefined)	5	-5	105	4	1	1	1	2	7	-4
Cc1ncoc1C(=O)N1CCCC(C(=O)c2cccc(C(F)(F)F)c2)C1 (centres undefined)	17	-16	95	-3	1	1.1	1.2	1	0	-9
COc1cccc(CNC(=O)CCC2CCCN(C(=O)c3cc(C)on3)C2)c1 (centres undefined)	31	-31	102	8	0.9	1.1	1.1	4	4	-7
CCOc1ccc(N2C(=O)/C(=C/c3cccs3)N(CC(=O)OC)C2=S)cc1	-7	8	95	13	0.9	1	1.1	-3	4	-2
O=C(O)CCC(=O)N1CC=C(c2ccccc2)CC1	28	-28	100	8	0.9	1	0.55	-4	1	-3
Cc1cccc(NC(=O)C2CCN(S(=O)(=O)c3cccc4cccnc34)CC2)n1	-9	9	98	19	0.8	1	0.5	-16	15	-4
Cc1nn(Cc2ccccc2Cl)c(C)c1NC(=O)CSc1n[nH]c(C)c1[N+](=O)[O-]	-4	4	94	5	0.9	1.1	1.2	-11	8	-7
CCCn1c(=N)n(CC(=O)O)c2ccccc21	12	-12	93	/	/	/	1.1	6	/	/
S=C(NCCc1ccccc1)N1CCn2cccc2C1c1ccncc1 (centres undefined)	25	-25	80	14	0.9	1.1	0.97	5	15	-6
Cc1ccccc1NC(=O)CSC1=NCCN1	0	0	105	6	0.9	1.1	0.92	3	-4	-6
O=C(CSc1ccc(Cl)cc1)Nc1ccc(NC(=O)c2ccco2)cc1	3	-3	105	16	0.8	1	1.1	-1	22	0
O=C(COC(=O)C1CCN(S(=O)(=O)c2ccc3c(c2)OCCO3)CC1)Nc1cccc2ccccc12	-23	23	106	16	0.8	1	1.1	-2	10	0
OC(COc1cccc2ccccc12)CN1CCCC1 (centres undefined)	-3	3	98	5	0.9	1	1.2	-6	7	-4
Cc1ccc(-c2[nH]c(-c3ccc(C(=O)O)cc3)nc2-c2ccccc2)cc1	2	-2	88	23	0.8	1.1	1.2	-5	-12	-7
CCOC(=O)C1=C(C)NC(=O)NC1c1c(C)nn(-c2ccccc2)c1Cl (centres undefined)	23	-23	100	52*	0.5	1	1.7	6	1	-1
Cc1ccc(CN(C)C(=O)C2CCCN2C(=O)c2cccs2)o1 (centres undefined)	-4	4	105	8	0.9	1.1	1.1	2	2	-6
CCCCSc1nnc([C@H](CC(C)C)NC(=O)OC(C)(C)C)o1	/	/	97	14	0.9	1.1	1.1	-7	12	-5
CCOc1cccc(/C(O)=C2/C(=O)C(=O)N(CCN3CCOCC3)C2c2ccncc2)c1 (centres undefined)	1	-1	111	-13	1.1	1	2.4	7	15	-4
O=C(Nc1ccc([N+](=O)[O-])cc1)C1CC12CCC2 (centres undefined)	-1	1	104	-7	1.1	1	2.1	-3	-3	-1
CN1C(=O)c2c(sc3c2CC(C)(C)SC3)N2CCN=C12	/	/	/	9	0.9	1	/	/	6	-2
Cc1ccccc1/[N+]([O-])=C/c1ccncc1	/	/	93	-3	1	1	1	-9	3	1
COC(=O)c1ccc(C)c(NC(=O)CN(c2cc(OC)ccc2OC)S(C)(=O)=O)c1	38	-38	128	9	0.9	1.1	1.6	-6	-5	-6
CCOc1ccc(N2C(=O)CC(N3CCN(C4CCc5ccccc5C4)CC3)C2=O)cc1 (centres undefined)	-6	6	96	17	0.8	1	0.98	1	-3	0

An excerpt of these results, as labelled records:
CN1C(=O)c2c(sc3c2CC(C)(C)SC3)N2CCN=C12
  APP 5'UTR act: /	APP transl inh: /	STAT1 act: /	Diaph inh CS: 9	Diaph act CS: 0.9	FLuc act counter: 1	NF-kB neuron act: /	TLR4 MyD88 comp: /	G6PDH CS: 6	FLuc inh counter: -2

Cc1ccccc1/[N+]([O-])=C/c1ccncc1
  APP 5'UTR act: /	APP transl inh: /	STAT1 act: 93	Diaph inh CS: -3	Diaph act CS: 1	FLuc act counter: 1	NF-kB neuron act: 1	TLR4 MyD88 comp: -9	G6PDH CS: 3	FLuc inh counter: 1

COC(=O)c1ccc(C)c(NC(=O)CN(c2cc(OC)ccc2OC)S(C)(=O)=O)c1
  APP 5'UTR act: 38	APP transl inh: -38	STAT1 act: 128	Diaph inh CS: 9	Diaph act CS: 0.9	FLuc act counter: 1.1	NF-kB neuron act: 1.6	TLR4 MyD88 comp: -6	G6PDH CS: -5	FLuc inh counter: -6

CCOc1ccc(N2C(=O)CC(N3CCN(C4CCc5ccccc5C4)CC3)C2=O)cc1 (centres undefined)
  APP 5'UTR act: -6	APP transl inh: 6	STAT1 act: 96	Diaph inh CS: 17	Diaph act CS: 0.8	FLuc act counter: 1	NF-kB neuron act: 0.98	TLR4 MyD88 comp: 1	G6PDH CS: -3	FLuc inh counter: 0

Next results follow.
smiles	APP 5'UTR act	APP transl inh	STAT1 act	Diaph inh CS	Diaph act CS	FLuc act counter	NF-kB neuron act	TLR4 MyD88 comp	G6PDH CS	FLuc inh counter
Cc1ccc(C(=O)C[n+]2cc(Br)cc(Br)c2)cc1[N+](=O)[O-]	-5	5	92	18	0.8	1	1.1	1	-6	3
N#CCSc1nnc(CNc2cccc(Cl)c2)o1	0	0	91	3	1	1.1	1.1	3	12	-9
O=C(CSc1nnc(COc2ccc(Cl)cc2)o1)N1CCOCC1	-1	1	100	-16	1.2	1	1.2	-7	9	0
Cc1nn(-c2ccccc2)c2c1C1(C(=O)N(C)c3ccccc31)C(C#N)=C(N)O2 (centres undefined)	7	-7	90	28	0.7	1	1	6	18	-5
CC(C)NCC(O)COc1ccc(Br)cc1 (centres undefined)	12	-12	100	26	0.7	1	1.8	0	8	-2
O=C(N/N=C/c1ccc2cccc(OCc3ccccc3)c2n1)c1ccc(Br)cc1	-8	8	103	26	0.7	0.9	0.53	3	-1	6
Nc1nc(CN2CCOCC2)cs1	3	-3	102	14	0.9	1.1	1	0	-1	-6
Cc1cccc(NC(c2ccc(O)cc2)c2ccc3ccc(C)nc3c2O)n1 (centres undefined)	-4	4	95	14	0.9	1.1	1.4	-6	26	-8
COC(=O)C1=C(NC(=O)c2ccc(Br)cc2)CCS1	-8	8	105	1	1	1.1	0.95	1	3	-9
O=C(O)c1cccnc1Oc1ccccc1	-11	11	100	14	0.9	1.1	1	4	4	-7
COc1ccc2nc(NC(=O)CSc3nnnn3C3CCCCC3)sc2c1	-4	4	94	17	0.8	1	0.92	0	0	0
CC(C)NS(=O)(=O)c1ccc(CCC(=O)Nc2ccc3c(c2)OCO3)cc1	-9	9	97	9	0.9	1	1	-9	7	-5
CCc1c(C)nc(N)n2c(SCC(=O)N3CCN(c4ccccc4OC)CC3)nnc12	/	/	/	12	0.9	1	/	/	-1	-4
O=[N+]([O-])c1ccc(/C=N/Nc2nc(N3CCCCC3)nc(N3CCCCC3)n2)cc1	-5	5	103	14	0.9	1	0.88	-13	8	0
CCCN(Cc1ccccc1)C(=S)Nc1ccc(C(C)=O)cc1	-1	1	99	9	0.9	1	1.3	-8	16	1
Cn1nnc2cc(C(=O)Nc3cccnc3)ccc21	19	-19	107	1	1	1	1.2	4	-2	4
COc1cc(C2=Nc3c(c(C)nn3-c3ccccc3)P(=O)(N3CCOCC3)O2)cc(OC)c1OC (centres undefined)	7	-7	103	16	0.8	1	0.96	-1	-24	-4
CC(C)(C)NCC(O)Cn1cc(C=O)c2ccccc21 (centres undefined)	16	-16	118	0	1	1	0.92	5	2	0
CCO[C@H]1OC(C(N)=O)=C[C@@H](C)[C@@H]1CCCO	14	-14	97	13	0.9	1.1	1	-7	6	-8
COc1ccccc1N1CCN(C(=O)CN2C(=O)C3CCCCC3C2=O)CC1 (centres undefined)	2	-2	112	18	0.8	1	1.6	-16	4	2
CCOC(=O)N1CCN(S(=O)(=O)c2ccc(OC)c3ccccc23)CC1	5	-5	99	12	0.9	1	1.1	4	5	-2
O=c1[nH]c2cc3c(cc2cc1CN(Cc1ccco1)C(=S)NCC1CCCO1)OCCO3 (centres undefined)	-9	9	98	/	/	1.1	0.78	7	11	-10
O=C(CCc1ccccc1)NNC(=O)c1ccccc1C(=O)O	9	-9	110	1	1	1	1	-3	3	-4
CS(=O)(=O)N(CC(=O)NC1CC1)C1CCCCC1	-5	5	107	5	1	1	0.91	-3	0	-3
CC(C)c1ccc(N(CC(=O)O)S(=O)(=O)c2cccnc2)cc1	0	0	103	9	0.9	1	1	0	0	-5
Cc1ccc(C2CC(c3ccc(C)cc3)n3nc(N)nc3N2)cc1 (centres undefined)	13	-13	106	20	0.8	1.1	1	-9	-17	-6
O=C(O)c1cn(-c2ccc(N3CCCC3)c(F)c2)c2c(F)c(F)c(F)cc2c1=O	-11	11	92	-2	1	1.1	1.1	-4	7	-11
